From PubChem BioAssay
K1F lysis inhibition: inhibition of K1F phage lysis, E. coli UTI89, bacterial capsule biogenesis inhibitors, alamar blue (AID 488966). E. coli UTI89 K1F phage lysis, alamar blue, 2 h; higher % means a stronger effect. one-dose inhibition, % at 100 µM; IC50 in µM for titrated hits. hit rate 0.02% among 340,000;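 active means phage lysis inhibition, versus mean bacterial control, above a set limit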;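 further: capsule biogenesis inhibitors block K1F phage lysis so surviving cells raise fluorescence; higher fluorescence means more inhibition of phage lysis; actives were called in the ten point dose series up to 300 µM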
CSM14.1 death rescue: protection against thapsigargin-triggered cell killing – 384-well, CSM14.1, ATP luminescence, primary screen (AID 1222); cellular ATP content (survival), % at 20 µM, or EC50 in µM where a hit was titrated; 190,000 tested, under 10 active; CSM14.1 thapsigargin-induced death rescue, ATP luminescence; higher % means a stronger effect;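 active means EC50 below 50 µM in the dose-response confirmation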;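 further: death triggered by thapsigargin at about 15 µM added after 2 h compound pretreatment; cell ATP read after overnight thapsigargin exposure of roughly 18 to 22 hours; normalized against plate controls of thapsigargin alone and 5% DMSO vehicle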
Insulin prom up: MIN6 insulin promoter up-regulation | MIN6 insulin promoter-GFP reporter, high-content imaging; stronger effect = higher value | z-score at 5 µM | hit rate 0.3% among 190,000 | AID 1625;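 active means z-score above 3 at 5 µM with at least 500 cells counted in the well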
Dynein transport: dynein cargo transport inhibition; 3617.4 mouse cells, GR-EGFP nuclear translocation imaging; test concentration mostly 20 µM; stimulated with dexamethasone, 1 µM; stronger effect = lower value; z-score, hits read low; hit rate 0.47% among 220,000; AID 1381;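 active means plate z-score of nuclear minus cytoplasmic receptor signal below a set negative limit, without overly bright fluorescence or cell loss, cut at about -3.5 in these data, passing the limit was not always enough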;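 further: z-score of nuclear minus cytoplasmic ring GR-EGFP intensity difference per well; some compounds called inactive have numbers as strong as hits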
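medium = tetracycline-free induction medium containing charcoal-stripped FBS | also added = 1.0 µM final dexamethasone stimulus | schedule = 48 h induction, 1 h compound, 30 min dex at 37 °C | technique = fixed, Hoechst-stained cells imaged at 10x for EGFP | measure = GR-EGFP nuclear translocation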
bCat nuc transl: beta-catenin nuclear translocation modulation; HeLa beta-catenin nuclear translocation, immunofluorescence imaging; AID 1665; nuclear translocation activity, % at 5 µM; hit rate 0.3% among 190,000;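 active means nuclear translocation activity above 50% at 5 µM, with a well cell count of 50 or more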;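 further: per-cell ratio of nuclear to cytoplasmic median beta-catenin stain intensity; plate controls were DMSO negative control for no effect and GSK-3 inhibitor IX positive control for full effect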
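test system = HeLa cells, endogenous beta-catenin | dosing = single 5 µM dose plus 0.02–20 µM confirmation series | times = compound treatment 24 h, 37°C, 5% CO2 | technique = beta-catenin immunofluorescence imaging with DAPI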
MT stabilizer: stabilizes microtubules in HeLa cells; HeLa tubulin immunostaining HCS, 24 h; share of cells brighter than vehicle mean+2SD; hit rate 0.83% among 200,000; % tubulin-high responders, % at 10 µM; AID 2205;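 active means plate Z-score above 3 for both tubulin-high and condensed-nucleus cell shares, with cell loss under 80%, at 10 µM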;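 further: anti alpha tubulin signal scored within the nucleus-defined area of each cell; some results filed as inactive read as strong as hits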
P. falciparum M1AAP: P. falciparum M1AAP inhibitors, biochemical, fluorogenic H-Leu-NHMec substrate, 1536-well (AID 1445) | recombinant M1AAP, H-Leu-NHMec fluorogenic kinetic assay; higher % means a stronger effect | hit rate 0.42% among 220,000 | one-dose inhibition, % at 30 µM; IC50 in µM for titrated hits;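 active means primary inhibition above the hit cutoff, then over 50% inhibition at one or more dose response concentrations, cut at about 23% in these data, passing the limit was not always enough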;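 further: plate controls were DMSO full reaction for no effect and no enzyme background for full effect; strong numbers were not always called active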
Autophagy HCS: alters autophagy in cells. MEF GFP-LC3 puncta imaging; test concentration mostly 10 µM. calls only at 10 µM (by protocol). hit rate 0.98% among 190,000;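 active means percentage of spot-positive cells more than 3 SD above its plate mean, without a fluorescence outlier flag or 80% toxicity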;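 further: spot-positive cell cutoff set from DMSO-treated cells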
P. falciparum M17LAP: P. falciparum M17LAP inhibitors, primary screen, biochemical, fluorogenic H-Leu-NHMec substrate, 1536-well (AID 1619); hit rate 0.38% among 220,000; recombinant M17LAP, H-Leu-NHMec fluorogenic kinetic assay; higher % means a stronger effect; inhibition, % at 30 µM, or IC50 in µM where a hit was titrated;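 active means compound inhibiting the enzyme by more than half at any dose during confirmatory dose-response retesting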;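 further: plate controls were full reaction with DMSO carrier for no effect and no enzyme background for full effect; strong numbers were not always called active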
Dynein transport cytoplasmic EGFP: also measured in Dynein transport; calls as there; z-score; measured here: cytoplasmic GR-EGFP intensity; stronger effect = higher value
Dynein transport nuclear GR-EGFP: second read-out of Dynein transport, no call of its own (marks repeat the call); z-score; measured here: nuclear GR-EGFP intensity;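 lower value marks the stronger effect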
Dynein transport cell count: second read-out of Dynein transport, no call of its own (marks repeat the call); z-score; measured here: cell count per field
Insulin prom up cell count: further read-out of Insulin prom up, marked with its call; cell count; measured here: cytotoxicity, nuclei count;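 total cells summed across four imaged fields per well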
bCat nuc transl cell count 5 µM: second read-out of bCat nuc transl, no call of its own (marks repeat the call); cell count; measured here: cell count, cytotoxicity flag
MT stabilizer Hoechst-high %: also measured in MT stabilizer; calls as there; % Hoechst-high responders; measured here: nuclear condensation Hoechst responders;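 share of cells brighter than vehicle mean plus two SD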
MT stabilizer cytotoxicity %: recorded beside MT stabilizer, whose call it bears; toxicity, %; measured here: cytotoxicity by cell density;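 0% = mean cell density of plate MIN control wells and 100% = no cells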
Autophagy HCS cell loss 18 h: also measured in Autophagy HCS; calls as there; toxicity, %; measured here: cell loss, nuclei count;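 cell loss after 18 h compound exposure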
Numbers without * were called inactive; i = inactive; · = no result given; [ ] = dose if it differs, or a comment.

Below each compound – K1F lysis inhibition | CSM14.1 death rescue | Insulin prom up | Insulin prom up cell count | Dynein transport | Dynein transport cytoplasmic EGFP | Dynein transport nuclear GR-EGFP | Dynein transport cell count | bCat nuc transl | bCat nuc transl cell count 5 µM | MT stabilizer | MT stabilizer Hoechst-high % | MT stabilizer cytotoxicity % | P. falciparum M1AAP | Autophagy HCS | Autophagy HCS cell loss 18 h | P. falciparum M17LAP
- COc1ccc(-c2c[n+]3c4n2CCCCC4=C(c2ccccc2)C3)cc1
    3.5% | -0.6% | -4.3 | 856 | -0.22 | -0.13 | -0.82 | -0.45 | -0.5 | 1321 | 3.0 | 1.8 | 3.0 | 7% | i | 6 | 20%
- Cc1nc2ncccn2c1-c1csc(Nc2ccc(N(C)C)cc2)n1
    -0.1% | 0.2% | -1.1 | 749 | 0.11 | -0.069 | 0.53 | -0.95 | 36 | 657 | 13 | 22 | 49 | 5% | i | 36 | -2%
- CCN(CC)c1ccc(C2C(C(C)=O)C(=O)CC(C)(O)C2C(C)=O)cc1 (stereo unspecified)
    1.5% | · | · | · | -2.3 | -0.18 | -1.3 | 2 | · | · | 3.3 | 1.7 | 3.3 | · | i | -1 | ·
- O=C(Cc1ccc(F)cc1)NC1CCSC1=O (stereo unspecified)
    -1.0% | 1.3% | 0.29 | 1606 | -0.36 | -0.26 | 0.0049 | -0.033 | 0.1 | 1584 | 2.9 | 3.5 | 2.8 | 4% | i | 7 | 13%
- COc1ccc(/C=C/C(=O)OCC(=O)NC2CCCC(C)C2C)cc1S(=O)(=O)N1CCOCC1 (stereo unspecified)
    1.2% | -1.2% | -0.1 | 1136 | -0.47 | -0.22 | -0.076 | 0.43 | -0.7 | 1080 | 3.9 | 2.0 | 8.0 | 3% | i | 2 | 3%
- c1ccc(-c2nc(-c3ccco3)cs2)nc1
    4.6% | -0.2% | 0.5 | 1290 | -0.79 | -0.22 | -0.23 | 1.4 | -2.4 | 995 | 2.7 | 1.9 | 5.3 | 9% | i | -4 | 29%
- CCC1(C)OC(=O)NN(c2ccc(C)cc2)C1(C)O (stereo unspecified)
    2.5% | -1.9% | 0.64 | 1237 | 0.79 | -0.24 | 0.48 | -0.97 | -1.2 | 497 | 3.2 | 2.1 | 7.8 | 2% | i | 1 | 2%
- Fc1ccccc1CSc1nnc(Cn2cnc3ccccc32)n1-c1ccccc1
    2.2%[50 µM] | -1.8% | · | · | -0.52 | 0.36 | -0.33 | -0.63 | · | · | 3.6 | 2.3 | 1.5 | -4% | i | 22 | 0%
- Cc1cccc(Cn2nc(C)cc2NC(=O)Cn2cc([N+](=O)[O-])cn2)c1
    0.3% | -1.2% | -1.1 | 1242 | -0.72 | -0.33 | 0.29 | 0.27 | 2.3 | 1030 | 4.4 | 3.2 | 7.3 | 5% | i | -9 | 1%
- CCOC(=O)N1CCN(C(=O)C2CCN(S(=O)(=O)N(CC)CC)CC2)CC1
    0.0% | -0.2% | -0.19 | 1509 | -0.24 | -0.3 | 0.043 | -0.0049 | -2.6 | 967 | 4.0 | 2.2 | 6.3 | -10% | i | 0 | -9%
- CC(=O)c1cccc(CN2CCCC(C(=O)c3ccc4c(c3)OCO4)C2)c1 (stereo unspecified)
    0.2% | -1.6% | 0.33 | 1483 | 0.91 | -0.25 | 0.52 | -1 | -0.1 | 1036 | 2.9 | 2.9 | 10 | -2% | i | -12 | 13%
- CCC(Sc1nc2ccccc2c2nc3ccccc3n12)C(=O)NCc1ccco1 (stereo unspecified)
    · | -1.0% | 0.16 | 916 | -0.52 | -0.16 | -0.16 | 0.72 | · | · | 1.7 | 1.2 | 4.3 | 9% | i | -3 | 2%
- O=C(CSc1nnc(CNC(=O)c2cccs2)o1)c1ccccc1
    1.0% | 4.5% | 0.17 | 869 | 1.7 | -0.15 | 1.6 | -0.52 | -0.7 | 1084 | 2.4 | 1.2 | 7.0 | 7% | i | -8 | 0%
- Cc1nc2cc3sc(C)nc3cc2s1
    0.0% | -3.0% | -0.21 | 1317 | -0.044 | -0.36 | -0.1 | 0.43 | -2.5 | 1160 | 1.1 | 1.0 | 2.4 | 1% | i | 1 | 18%
- CCC(=O)c1cn(CC(=O)O)c2ccccc12
    0.3% | -0.9% | -0.15 | 1462 | 0.74 | -0.22 | 0.4 | 0.18 | -0.9 | 1417 | 3.0 | 1.1 | 11 | 0% | i | -3 | -8%

Below each compound – K1F lysis inhibition | CSM14.1 death rescue | Insulin prom up | Insulin prom up cell count | Dynein transport | Dynein transport cytoplasmic EGFP | Dynein transport nuclear GR-EGFP | Dynein transport cell count | bCat nuc transl | bCat nuc transl cell count 5 µM | MT stabilizer | MT stabilizer Hoechst-high % | MT stabilizer cytotoxicity % | P. falciparum M1AAP | Autophagy HCS | Autophagy HCS cell loss 18 h | P. falciparum M17LAP
- CN(C)/C=C1\C(=O)N(C)N=C1C(F)(F)F
    0.0% | 0.5% | -0.47 | 1192 | -0.93 | -0.29 | -0.34 | 0.038 | -2.8 | 1064 | 2.9 | 1.9 | 6.7 | -12% | i | 4 | -16%
- COc1cc(CNc2ncn[nH]2)ccc1OCc1cccc(C)c1
    0.0% | 1.6% | 0.14 | 1378 | 0.84 | -0.27 | 0.78 | -0.51 | 0.0 | 957 | 2.4 | 0.9 | 7.6 | -2% | i | 24 | -1%
- COc1ccc(S(=O)(=O)N(CC(=O)NCc2cccnc2)Cc2ccccc2)cc1
    0.2% | 0.0% | -0.08 | 1454 | -0.56 | -0.35 | -0.076 | 0.74 | -0.5 | 1099 | 3.2 | 1.7 | 0.1 | 4% | i | 6 | -12%
- CCCCCNC(=O)c1cc(S(=O)(=O)N2CCCCC2)ccc1F
    1.4% | 3.0% | 1.1 | 1340 | 0.093 | -0.23 | 0.84 | 0.3 | 2.9 | 1197 | 1.5 | 2.2 | 7.9 | 1% | i | -2 | 11%
- O=C(OCCN=C1NS(=O)(=O)c2ccccc21)c1ccncc1
    4.5% | 0.6% | -0.34 | 966 | 0.46 | 0.06 | 0.64 | -0.53 | -2.3 | 1237 | 2.7 | 1.9 | 7.1 | -6% | i | -7 | 4%
- COC(=O)C(Cc1c[nH]c2ccccc12)N1CCS(=O)(=O)CC1 (stereo unspecified)
    -0.1% | 0.6% | 0.48 | 1517 | -0.43 | 0.25 | -0.029 | 0.23 | 0.1 | 1488 | 1.5 | 2.1 | 13 | 2% | i | -28 | -4%
- NS(=O)(=O)c1ccc(CNC(=O)CCC2CCCCC2)cc1
    -1.4% | 3.3% | · | · | -0.72 | -0.28 | -0.24 | 0.91 | -11 | 1099 | 1.6 | 1.0 | 9.0 | 7% | i | -7 | -2%
- COc1ccc2cc(CN(Cc3ccco3)Cc3nnnn3C3CCCCC3)c(=O)[nH]c2c1
    4.5% | -0.7% | -1.5 | 963 | 0.17 | -0.21 | 0.19 | 0.17 | -3.7 | 1037 | 2.9 | 1.7 | 11 | 13% | i | -2 | 2%
- Cc1cc2ncn(/N=C/c3ccc(-c4ccccc4)o3)c2cc1C
    0.8% | -0.4% | 0.89 | 1240 | -0.07 | -0.22 | -0.82 | 1.2 | 0.5 | 1407 | 2.2 | 1.9 | 7.6 | 3% | i | -9 | 5%
- O=C(Nc1ccccc1OC(F)F)c1ccc(F)cc1
    1.8% | -2.5% | 1.4 | 1210 | 1.2 | -0.28 | 0.47 | -0.34 | · | · | 1.1 | 1.8 | 5.0 | 5% | i | -5 | -11%
- COc1ccc2c(c1)OCC1=C2CCC2(C)C(=O)CC=C12 (stereo unspecified)
    · | 1.0% | 0.52 | 1244 | -2.3 | 0.88 | -0.81 | -0.82 | · | · | 3.2 | 2.0 | 6.3 | 18% | i | -5 | -4%
- CCn1c(COc2ccccc2)nnc1SCC(=O)NC1CCCCC1
    0.6% | -1.5% | 0.9 | 1251 | 0.96 | -0.41 | 0.79 | 0.031 | -0.5 | 920 | 2.8 | 1.8 | 5.9 | -4% | i | 16 | 5%
- CCOC(=O)c1nc(Nc2cc(C)cc(C)c2)c2ccccc2n1
    -0.1% | -1.0% | -0.57 | 1414 | 2.3 | -0.14 | 1.3 | -1.5 | 1.1 | 926 | 4.1 | 1.2 | 3.7 | 2% | i | -16 | -4%
- CCOC(=O)c1cn(-c2nc(-c3ccc(Cl)cc3)cs2)c2c(F)c(N3CC(C)OC(C)C3)c(F)cc2c1=O (stereo unspecified)
    · | 1.8% | -0.77 | 1561 | -0.16 | -0.22 | 0.54 | -0.16 | -0.9 | 1360 | 2.7 | 2.1 | 12 | 4% | i | 10 | 5%
- COc1ccc(OC)c(CCNC(=O)CC2Oc3ccccc3NC2=O)c1 (stereo unspecified)
    10.0% | 0.3% | -1.2 | 863 | 0.73 | -0.074 | 0.56 | -0.62 | · | · | 6.3 | 2.2 | 8.0 | 5% | i | 14 | -4%
- CC1(C)CC(=O)CC(C)(C)N1OC(=O)c1ccco1
    0.1% | -0.2% | -0.27 | 906 | -0.24 | -0.0029 | 0.19 | 0.12 | · | · | 1.9 | 1.3 | 7.4 | 1% | i | 3 | 4%

Rows are unselected; any-hit rate near 2.9%.
